IL2 activator – activators of IL-2 | IL-2 activation reporter assay, cell-based qHTS; stimulated with anti-CD3/CD4/CD28 beads; in transgenic mouse T cells | activation, % (series mostly up to about 46 µM) | 360,000 tested, 0.065% active | AID 652025; in the data active = activation above about 50%; inconclusive = mostly about 30% to 49%; note: 0% is about no effect
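Using fluorescent plate cytometry, EGFP and DsRed are detected in transgenic mouse T cells stimulated 18 h at 37 degrees C with antibody-coated beads after 60 min compound pretreatment.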
WRN inhibitor – inhibitors of human WRN helicase. Q14191. WRN helicase unwinding, fluorescent forked duplex, kinetic. Potency, µM (top dose mostly 114 µM), for the others: at the top dose activity change, negative = inhibition, hits mostly inhibitors. 360,000 tested, 0.46% active. AID 651768; note: potency is the fitted concentration of half-maximal effect; % is set by controls: 0 for no effect and ±100 for the full control effect; nearly all actives have a fitted effect of over 55% in size
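Primary qHTS, 1536-well format. 20 nM WRN + compound, 15 min RT; start with 100 nM forked fluorophore/quencher duplex, 2 mM ATP (final); kinetic read ex 525/em 598 nm.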
PI5P4Ka inh – inhibitors of human PI5P4K alpha; PI5P4Kalpha enzyme, ADP-Glo luminescence, 60 min; hits give low values; AID 652105; 330,000 tested, 1.2% active; max response, %; active = max response of -50% or lower; inconclusive = between -30% and -50%; inactive = -30% or higher; note: value at the top dose of about 77 µM; % is set by controls: 0 for no effect and ±100 for the full control effect
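ADP-Glo luminescence end-point read after a 60 min room-temperature kinase reaction of PI5P4Kalpha plus substrate, initiated with ATP at 5 microM final. Buffer: 0.038 M HEPES pH 7.4, EGTA, 0.1% CHAPS, 5% DMSO.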
GLP1R inv ag – GLP-1 receptor (human) inverse agonism | Potency, µM (top dose mostly 38.3 µM), for inactives: at the highest dose activity change, negative = inhibition, most hits filed as inhibitors | HEK293 GLP-1R CRE-luciferase, luminescence, 24 h; GLP-1R form is constitutively active | 410,000 tested, 1.6% active | P43220; note: potency is the fitted concentration of half-maximal effect; % is set by controls: 0 for no effect and ±100 for the full control effect; nearly all actives have a fitted effect of over 55% in size
Target sequence (P43220 whole entry, looked up): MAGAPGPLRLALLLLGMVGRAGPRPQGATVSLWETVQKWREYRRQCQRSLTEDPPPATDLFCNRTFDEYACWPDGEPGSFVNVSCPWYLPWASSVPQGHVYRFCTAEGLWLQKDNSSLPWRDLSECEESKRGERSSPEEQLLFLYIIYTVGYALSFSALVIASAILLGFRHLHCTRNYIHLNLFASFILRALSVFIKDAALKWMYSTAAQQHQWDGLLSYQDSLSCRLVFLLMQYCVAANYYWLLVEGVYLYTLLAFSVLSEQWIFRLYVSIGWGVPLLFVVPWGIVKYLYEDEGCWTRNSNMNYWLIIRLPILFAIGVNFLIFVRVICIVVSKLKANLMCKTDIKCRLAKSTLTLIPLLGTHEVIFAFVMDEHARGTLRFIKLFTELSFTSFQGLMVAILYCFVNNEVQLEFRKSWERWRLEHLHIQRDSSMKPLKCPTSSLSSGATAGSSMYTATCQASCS
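qHTS in 1536-well format: reporter HEK293 cells expressing constitutive GLP-1R activity in DMEM + 10% Nu serum, 24 hr with compounds at 37 deg C, luminescence read after 12 min with detection reagent.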
GLP1R ag – agonists of human GLP-1 receptor | P43220 | HEK293 GLP-1R CRE-luciferase, luminescence, 4-6 h; cells express a hypersensitive GLP-1R form | Potency, µM (titrated, usually from 45.6 µM), for the others: at the top dose activation, most hits filed as activators | 380,000 tested, 0.007% active | AID 624172; note: potency is the fitted concentration of half-maximal effect; % of control where 0% means no effect
D3 ag – agonists of human D3 dopamine receptor; D3R DiscoveRx beta-arrestin cells, luminescence, 90 min; max activation, %; 410,000 tested, 0.58% active; AID 652048; in the data active = max activation above about 30%; note: 0% is about no effect; mostly tested at two doses, the higher about 12 µM
Target sequence (P35462 whole entry, looked up): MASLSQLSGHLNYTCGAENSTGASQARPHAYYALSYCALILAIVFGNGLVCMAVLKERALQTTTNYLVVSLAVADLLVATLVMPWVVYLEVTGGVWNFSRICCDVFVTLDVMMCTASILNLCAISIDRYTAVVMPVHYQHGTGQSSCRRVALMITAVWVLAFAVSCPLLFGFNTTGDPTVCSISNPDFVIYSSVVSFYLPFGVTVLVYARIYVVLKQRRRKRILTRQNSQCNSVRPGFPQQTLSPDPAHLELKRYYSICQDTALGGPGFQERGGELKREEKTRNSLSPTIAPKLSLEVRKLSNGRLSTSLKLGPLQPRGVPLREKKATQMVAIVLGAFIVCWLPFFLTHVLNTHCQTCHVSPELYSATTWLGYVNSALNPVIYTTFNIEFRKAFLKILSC
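Cells at 1500/well, incubated overnight, then treated with pinned compounds (dopamine as control) for 90 min at 37 degrees C. DiscoveRx reagent added for 30 - 60 minutes at room temperature; luminescence read.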
D3 antag – antagonists of human D3 dopamine receptor; AID 652054; 360,000 tested, 2.5% active; max response, negative = inhibition, %; P35462; D3R cells, DiscoveRx beta-arrestin luminescence, antagonist mode; hits give low values; in the data active = max response below about -50%; inconclusive = no clear call, values can overlap the other calls; note: % is set by controls: 0 for no effect and ±100 for the full control effect; mostly tested at two doses, the higher about 12 µM
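Cells expressing the human receptor were seeded at 1500 cells/well, incubated overnight at 37 degrees C in 5% CO2, then exposed to library compounds with dopamine controls for 90 minutes at 37 degrees C before luminescent detection.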
GLP1R cytotox – cytotoxic in the GLP-1 receptor inverse agonist counter-screen; HEK293 cAMP-luciferase reporter cells, luminescence, 24 h; Potency, µM (series often up to 38.3 µM), for inactives: top-dose activity change, negative = inhibition, hits mostly inhibitors; 410,000 tested, 0.13% active;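 note: loss of luciferase light is scored as toxicity; potency is the fitted concentration of half-maximal effect; % is set by controls: 0 for no effect and ±100 for the full control effect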
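Compound-treated cells are incubated 24 hr at 37 deg C under 5% CO2 after a 12 hour attachment period, then luciferase detection reagent is added and luminescence is measured following 12 min at room temperature; lowered signal indicates toxicity.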
PLK1 PBD inh – blocks phosphopeptide binding to human PLK1 polo-box domain; Plk1 PBD binding of FITC phosphopeptide, fluorescence polarization; Potency, µM, for inactives: max response, negative = inhibition, hits mostly inhibitors; 360,000 tested, 2.8% active; P53350; note: potency is the fitted concentration of half-maximal effect; series mostly up to about 57 µM; % is set by controls: 0 for no effect and ±100 for the full control effect; nearly all actives have a fitted effect of over 65% in size
* = called active by the depositor; u = inconclusive; x = no result given; [ ] = remark or other dose. Unless noted, calls come from the whole dose curve; as a rule, active = well fitted curve in the direction sought with a large enough effect; inconclusive = small, poorly fitted or top-dose-only effect, or another doubt; inactive = no such curve, though single readings can be large; an effect the other way counts as inactive or inconclusive.

SMILES,GLP1R cytotox,D3 antag,WRN inhibitor,GLP1R ag,GLP1R inv ag,D3 ag,IL2 activator,PLK1 PBD inh,PI5P4Ka inh
O=C(NCC(NS(=O)(=O)OCC(Cl)(Cl)Cl)c1ccccc1)C(F)(F)F (centres undefined),8.1%,4.9,6.2%,2.0%,-8.8%,-14.4,-0.5,-7.5%,0.3
CCOC(=O)c1ccc(NC(=O)CNS(=O)(=O)c2ccccc2)cc1,-3.6%,-2.9,-4.4%,-1.0%,u,2.8,-0.2,-0.5%,-1.9
COc1ccccc1OCc1nc(C#N)c(NCc2ccco2)o1,-7.0%,8.1,-6.7%,-1.2%,3.4%,-1.7,-0.4,-7.5%,0.3
C=C(CCO)C1=CCN(S(=O)(=O)C(C)(C)C)[C@H]1CCO,-9.2%,u,-4.4%,-4.5%,9.1%,-21.7,-0.6,-8.5%,0.9
COc1ccccc1N(Cc1ccccc1)S(=O)(=O)c1cccc(C(=O)N2CCCCC2)c1,-9.2%,u,-12.3%,0.1%,u,-18.7,-0.4,1.8%,5.0
COc1ccccc1CNC(=O)CSc1ccc(-c2ccncc2)nn1,-1.1%,11.6,-5.2%,2.6%,-3.3%,7.2,0.1,9.2%,4.4
COc1cc(OC)c(OC)cc1/C=N/n1c(C)nc2ccccc2c1=O,-7.0%,6.8,7.9%,19.1%,96.6%[activator],-3.3,-3.1,-14.3%,-0.2
Cc1ccc(NC(=O)c2c(C)noc2C)cc1,-8.5%,u,-9.0%,-7.5%,-1.9%,1.1,1.8,2.3%,7.4
CCCCC(=O)N1c2ccccc2C(C)(c2ccccc2)CC1(C)C (centres undefined),12.6%,x,x,-3.9%,-4.6%,8.0,x,x,x
CCCCNC(=O)C1CCC(CNS(=O)(=O)c2c(C)cc(C)cc2C)CC1 (centres undefined),-15.9%,-1.6,-3.1%,1.3%,u,1.9,1.3,5.3%,3.2
O=[n+]1c2c(n([O-])c3c1CCCC3)CCCCC2,-12.0%,9.2,-6.2%,-5.8%,9.2%,1.8,-0.2,-1.1%,7.4
O=C(/C=C/c1c(Cl)nc2ccccn12)N1CCN(c2ccccc2F)CC1,3.5%,-18.4,1.9%,2.4%,36.2%[activator],-3.7,-2.9,-21.2%,-11.2
CC(=O)c1sc(NC(=O)C2CC(=O)N(Cc3ccccc3)C2)nc1-c1ccccc1 (centres undefined),2.9%,6.0,-10.0%,-2.6%,-20.7%,0.3,-5.1,-12.5%,-1.7
Cc1ccc(Cn2c(SCC(=O)NCc3ccco3)nc3ccsc3c2=O)cc1,0.5%,36.7,-3.1%,-7.9%,0.0%,-10.5,0.2,-10.5%,x
O=S(=O)(c1ccc(F)cc1)N1CC2CCCN2c2ccc(C(F)(F)F)cc21 (centres undefined),5.3%,1.8,-5.4%,-11.1%,u,-5.4,1.7,-3.7%,x
CN(C)c1ccc(N2C(=NC(=O)c3ccccc3)SC3CS(=O)(=O)CC32)cc1 (centres undefined),0.3%,-19.4,-3.8%,-0.8%,15.8%,-2.6,-4.5,-8.5%,-7.3
O=C(NCc1cc(C(F)(F)F)ccc1Cl)c1cccc2c1C(=O)c1ccc(N3CCC(Cc4ccccc4)CC3)cc1S2(=O)=O,-10.5%,5.3,0.8%,3.8%,2.5%,46.5*,2.2,23.8µM*,-8.5
O=c1c(-c2cccc([N+](=O)[O-])c2)[n+]([O-])c2ccccc2n1O,-0.9%,-15.3,-4.0%,-1.1%,-4.2%,-6.3,0.5,-2.1%,-1.1
S=c1[nH]nc(COc2ccc(Cl)cc2)o1,-1.4%,-25.7,8.9%,-12.9%,9.2%,-2.5,-1.1,u,x
O=C(COC(=O)c1ccc(O)cc1)Nc1ccc2c(c1)OCCO2,9.7%,1.1,-15.4%,10.9%,-11.7%,-4.8,-0.8,-7.6%,3.9
COc1ccc(-n2c(=O)c3ccccc3n(CC(=O)Nc3cc(C)on3)c2=O)cc1OC,-4.5%,3.0,-2.7%,-5.8%,9.5%,0.0,3.3,-5.3%,-6.5
CC1(C(=O)NS(=O)(=O)c2ccc(Cl)cc2)CCN1C(=O)C1CC1 (centres undefined),-1.3%,6.0,1.5%,-0.3%,-6.0%,-6.0,-0.4,-11.1%,4.9
CCOC(=O)c1c(NC(=O)Cn2nc(C(F)F)cc2C(F)F)sc(C)c1C,-11.4%,16.1,-12.3%,5.7%,u,2.3,-0.6,-3.4%,8.7
CCn1c(C)nc2c1C(=O)c1ccccc1C2=O,-9.9%,0.8,4.3%,1.9%,46.1%[activator],0.1,0.3,-0.4%,1.5
CC(C)c1cccc(C(C)C)c1NC(=O)COC(=O)[C@H](C)NC(N)=O,5.7%,-25.2,-3.8%,0.7%,4.2%,-5.1,-0.3,-11.1%,-11.1
Cc1cccc(/C=N/NC(=O)C2CCCNC2=O)c1 (centres undefined),0.4%,2.1,5.4%,-6.0%,1.0%,7.6,0.0,-14.7%,6.7
O=C1[C@H]2C(c3ccccc3)=NN(c3ccccc3)[C@H]2C(=O)N1c1ccccc1,55.1%[activator],1.2,4.1%,-2.5%,u,-1.0,-0.2,4.7%,25.7
O=C(c1cnc2ccc(Cl)cc2c1Cl)N1CCOCC1,-19.6%,-1.7,6.1%,-1.1%,0.5%,-1.2,0.8,-1.7%,-10.2
COc1ccc(S(=O)(=O)NC2CC3CCC2C3)cc1Br (centres undefined),2.1%,u,-2.2%,5.9%,u,-4.6,1.6,-6.2%,9.7
Cc1ccc(S(=O)(=O)N2CCCC2CNC(=O)c2ccc3c(c2)OCO3)cc1 (centres undefined),-1.8%,-11.7,0.8%,21.5%,u,-4.7,-3.3,-0.1%,-0.6
Cc1cc(=O)n2nc(N3CCCC3C(=O)Nc3ccccc3C)sc2n1 (centres undefined),-5.8%,-23.3,7.4%,-3.4%,16.6%,-5.1,-0.1,-8.5%,5.5
O=[N+]([O-])c1ccc2c(c1N1CCCCC1)=NC1(CCCCC1)[N+]=2[O-],0.0%,-22.4,-16.2%,0.7%,2.9%,-6.9,-4.5,21.2µM*,-52.7*
COCCOc1cc(N(CC(=O)N(C)C)S(=O)(=O)c2ccccc2)c(Cl)cc1Cl,-11.3%,-10.1,-3.6%,15.4%,-15.7%,1.7,-1.5,5.4%,5.8
COc1ccc(OC)c(CCNC(=O)Cn2cccc2C(=O)c2ccccc2C)c1,8.5%,-4.7,-3.3%,10.3%,u,-2.4,7.3,-7.6%,9.6
CNC(=O)CCCCC(=O)N/N=C/c1ccc(Cl)cc1Cl,u,-2.3,6.6%,2.9%,2.0%,-0.9,0.1,-1.4%,-13.4
Cc1ccc(S(=O)(=O)Nc2ccccc2F)cc1C(=O)NCc1ccco1,6.3%,-22.8,3.0%,-6.7%,-7.1%,0.3,-0.6,-1.2%,-5.1
COc1ccc(-c2cc(C(=O)N(C)Cc3nc4ccccc4c(=O)[nH]3)c3ccccc3n2)cc1OC,-9.9%,78.5,-3.1%,17.3%,-25.1%,15.9,-0.6,4.3%,-4.6
O=C(CC(=O)Nc1cccnc1)Nc1cccnc1,-0.3%,u,-4.5%,2.7%,8.3%,-12.8,-4.4,-10.9%,-4.6
O=C(CNc1cccc(C(F)(F)F)c1)Nc1cccc(S(=O)(=O)N2CCCC2)c1,7.7%,-3.0,-2.9%,11.1%,2.51µM*,0.4,1.2,-1.6%,-0.3
COc1ccccc1NC(=O)c1nnn(CC(=O)Nc2cccc(SC)c2)c1N,-5.6%,-25.2,-0.7%,-9.2%,-4.5%,6.0,-1.5,-3.4%,x
CCOC(=O)C1CCN(S(=O)(=O)c2ccc(OC)c(C(=O)N3CCCCC3)c2)CC1,14.1%,-2.5,3.1%,7.9%,-10.7%,-3.8,0.0,-10.9%,-1.9
N#CCC(=O)N/N=C/c1c2ccccc2cc2ccccc12,26.9%,1.9,11.9%,5.6%,8.0%,2.7,-1.6,-9.6%,-27.5
CC1(C)NC(=O)N(CCCCOc2ccc(Cl)cc2)C1=O,-4.7%,21.2,-14.4%,24.6%,0.0%,1.6,-0.4,1.1%,2.1
CCC(C)Oc1cc(-c2ccnc(Nc3cccc(Cl)c3)n2)ccn1 (centres undefined),8.0%,35.4,-17.7%,-10.0%,11.2µM*,26.2,-4.4,23.8µM*,15.1
COc1cc(-c2nnc(SCC(=O)c3ccccc3)o2)cc(OC)c1OC,0.5%,15.9,-14.3%,5.8%,6.4%,17.1,2.6,-12.3%,x
COC(=O)CC1C(=O)NCCN1C(=S)NC(=O)c1ccccc1[N+](=O)[O-] (centres undefined),2.6%,-9.2,-4.3%,0.1%,0.5%,6.9,-2.8,-18.2%,1.8
CC12CCC(C(=O)Nc3cccc(Cl)c3Cl)([C@H](Br)C1=O)C2(C)C (some centres undefined),-1.6%,-1.7,-3.1%,8.1%,u,0.2,-0.1,1.3%,8.7
C=CCn1c(SCC(=O)N(C)CC(=O)Nc2ccc(C)cc2)nnc1-c1ccncc1,0.4%,12.4,-0.8%,15.1%,8.8%,5.8,0.3,0.0%,10.2
Cc1ccc2nc(NC(=O)CN3C(=O)C4CC=CCC4C3=O)sc2c1 (centres undefined),-2.1%,-20.7,-14.6%,3.5%,-22.2%,2.2,4.7,-12.0%,2.7

Molecules above that have a cyano group (two):
SMILES,GLP1R cytotox,D3 antag,WRN inhibitor,GLP1R ag,GLP1R inv ag,D3 ag,IL2 activator,PLK1 PBD inh,PI5P4Ka inh
COc1ccccc1OCc1nc(C#N)c(NCc2ccco2)o1,-7.0%,8.1,-6.7%,-1.2%,3.4%,-1.7,-0.4,-7.5%,0.3
N#CCC(=O)N/N=C/c1c2ccccc2cc2ccccc12,26.9%,1.9,11.9%,5.6%,8.0%,2.7,-1.6,-9.6%,-27.5

Assay outcomes: PubChem BioAssay, National Center for Advancing Translational Sciences (NCATS)
